GSK3 alpha inh – human GSK-3 alpha kinase inhibition; P49840; ADP-Glo luminescence, 60 min; inhibition, % at 10 µM; actives 0.1% (n = 320,000);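 in the data active = inhibition above about 50%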;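 also: GST-tagged GSK-3 alpha with peptide substrate and 25 µM ATP; 0% = DMSO neutral wells and 100% = GW8510 positive control wells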
Target sequence (P49840 whole entry, looked up): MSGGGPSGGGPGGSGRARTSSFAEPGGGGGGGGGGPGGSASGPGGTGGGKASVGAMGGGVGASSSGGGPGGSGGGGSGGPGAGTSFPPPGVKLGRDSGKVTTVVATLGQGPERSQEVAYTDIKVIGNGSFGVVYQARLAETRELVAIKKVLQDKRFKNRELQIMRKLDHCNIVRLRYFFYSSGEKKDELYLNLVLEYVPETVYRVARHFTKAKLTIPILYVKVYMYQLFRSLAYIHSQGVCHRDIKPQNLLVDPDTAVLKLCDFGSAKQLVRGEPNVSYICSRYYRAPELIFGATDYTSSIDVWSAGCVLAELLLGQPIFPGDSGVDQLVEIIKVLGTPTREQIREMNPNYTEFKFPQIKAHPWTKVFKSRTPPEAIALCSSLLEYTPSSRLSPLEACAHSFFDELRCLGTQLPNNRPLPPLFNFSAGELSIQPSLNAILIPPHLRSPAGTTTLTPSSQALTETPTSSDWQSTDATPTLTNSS
KCNK3 inh – human KCNK3 channel inhibition, primary screen | actives 0.84% (n = 340,000) | CHO-KCNK3 thallium flux, FluxOR fluorescence; active compounds read low | B-score at 10 µM | AID 602410;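 active = B-score under library mean minus 4 SD, starting fluorescence ratio at most library mean plus 5 SD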;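 also: more negative B-score means stronger inhibition of thallium flux through KCNK3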
Target sequence (O14649 whole entry, looked up): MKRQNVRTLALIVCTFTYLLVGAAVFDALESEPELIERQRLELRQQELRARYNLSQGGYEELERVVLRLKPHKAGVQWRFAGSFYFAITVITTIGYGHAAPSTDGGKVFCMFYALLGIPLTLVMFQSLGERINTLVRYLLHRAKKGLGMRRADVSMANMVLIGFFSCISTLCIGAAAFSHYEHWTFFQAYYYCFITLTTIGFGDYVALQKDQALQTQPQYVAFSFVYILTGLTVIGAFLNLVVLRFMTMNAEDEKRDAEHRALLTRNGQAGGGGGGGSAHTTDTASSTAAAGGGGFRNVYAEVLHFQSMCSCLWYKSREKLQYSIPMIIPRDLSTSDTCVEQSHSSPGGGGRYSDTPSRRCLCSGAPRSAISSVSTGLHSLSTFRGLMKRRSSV
Dyrk1A ADPGlo – inhibitors of rat Dyrk1A kinase. actives 0.43% (n = 310,000). ADP-Glo luminescence, NFATc1 peptide. inhibition, % at 12.5 µM. AID 504441; in the data active = inhibition above about 50%;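 also: plate controls were vehicle with enzyme for no effect and no enzyme for full effect; many of its hits are not listed in these tables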
Starred values were filed as active, the others as inactive; i = inactive. A portion of the library; the hit share may differ from the screen's.

SMILES | GSK3 alpha inh | KCNK3 inh | Dyrk1A ADPGlo
Cc1ccc2nc(COC(=O)c3ccc(Cl)nc3)cc(=O)n2c1 | 2 | i | 2
CN1CCc2cc(O)c(O)cc2C(c2ccccc2)C1 (stereo not given) | -2 | i | 10
O=C(O)CCCC(=O)OCCc1cc2ccccc2c(=O)o1 | -3 | i | 11
NC(=O)SC/C(=N\S(=O)(=O)c1ccccc1)Nc1ccccc1 | 0 | i | 0
COc1cc2cnc(-c3ccccc3)c(C(=O)c3ccc(F)cc3)c2cc1OC | 2 | i | 12
CC(OC(=O)C1=COCCO1)C(=O)c1ccc(Br)cc1 (stereo not given) | -7 | i | 4
Cc1ccc(CCNC(=O)C2CCCN(S(=O)(=O)c3c(C)noc3/C=C/N(C)C)C2)cc1 (stereo not given) | -1 | i | 3
CCc1nnc(NC(=O)C2CCN(S(=O)(=O)Cc3ccccc3)CC2)s1 | -3 | i | -4
CC(OC(=O)C12CCC(=O)N1c1ccccc1S2)C(=O)Nc1cccc(Cl)c1 (stereo not given) | -1 | i | -1
CCOc1ccc(C(=O)CCC(=O)NN2C(=O)NC3(CCCCC3)C2=O)cc1 | -2 | i | 3
C#CCOCCOCCOCCNc1nc(N2CCN(C(=O)CCCCCCCCCCNC(=O)Cn3cc(C[C@@H](C)O)nn3)CC2)nc(N2CCN(C(=O)CCCCCCCCCCNC(=O)[C@@H]([C@H](C)O)n3cc(C)nn3)CC2)n1 | -2 | i | -1
CCCCNC(=O)[C@@](CC)(ONc1ccccc1C(F)(F)F)c1cccc2ccccc12 | -2 | i | 4
O=C(C[C@H]1C/C=C/CC[C@@H](Cc2ccc(F)cc2)C(=O)O[C@@H](c2ccccc2)CNC1=O)NCCO | 6 | i | -9
O=C(CN1CCN(S(=O)(=O)c2ccc(F)cc2)CC1)NCC1(N2CCOCC2)CCCCC1 | 0 | i | -7
Cc1ccc(S(=O)(=O)N(C)CC(=O)OCC(=O)NCCc2ccc(S(N)(=O)=O)cc2)cc1 | 1 | i | -4

Sorted by value in Dyrk1A ADPGlo (rising): some entries from above.
molecule	GSK3 alpha inh	KCNK3 inh	Dyrk1A ADPGlo
CC(OC(=O)C12CCC(=O)N1c1ccccc1S2)C(=O)Nc1cccc(Cl)c1 (stereo not given)	-1	i	-1
CN1CCc2cc(O)c(O)cc2C(c2ccccc2)C1 (stereo not given)	-2	i	10
O=C(O)CCCC(=O)OCCc1cc2ccccc2c(=O)o1	-3	i	11

Rewritten with two lines to a compound: part of the list above
Order of results – GSK3 alpha inh | KCNK3 inh | Dyrk1A ADPGlo
CC(OC(=O)C1=COCCO1)C(=O)c1ccc(Br)cc1 (stereo not given)
 : -7 | i | 4
CCCCNC(=O)[C@@](CC)(ONc1ccccc1C(F)(F)F)c1cccc2ccccc12
 : -2 | i | 4
CCOc1ccc(C(=O)CCC(=O)NN2C(=O)NC3(CCCCC3)C2=O)cc1
 : -2 | i | 3

Next section:
SMILES | GSK3 alpha inh | KCNK3 inh | Dyrk1A ADPGlo
C=CC[C@@H](Cc1ccc(F)cc1)C(=O)OC[C@@H]1CCCN1C(=O)[C@H](CC=C)CC(=O)N(CCO)Cc1ccccc1 | 0 | i | 3
COc1cccc(N2CCN(c3ccc(S(=O)(=O)N4CCN(C)CC4)cc3[N+](=O)[O-])CC2)c1 | 2 | i | 4
CN(C)C1=NCCN1CCc1ccc(F)cc1 | -1 | i | -6
COc1ccc(S(=O)(=O)N2CCCCC2)cc1NC(=O)Cc1cccs1 | -2 | i | 1
COc1cc2cnc(-c3ccccc3F)cc2cc1OC | 2 | i | 20
O=C(CSc1nnc(Nc2ccccc2)s1)NC1CCS(=O)(=O)C1 (stereo not given) | 1 | i | -1
Cc1ccsc1C(=O)OCC(=O)c1ccc[nH]1 | 0 | i | -4
COCc1c(C(=O)OCC(=O)c2ccc[nH]2)oc2ccccc12 | -2 | i | 7
CN(CC(=O)Nc1ccccc1Cl)C(=O)CN1C(=O)NC(c2ccccc2)(c2ccccc2)C1=O | 3 | i | 1
COc1cccc(CNC(=O)COC(=O)c2nc(Cl)c(Cl)c(Cl)c2Cl)c1 | 1 | i | 3
Cc1nc(-c2cccc(NC(=O)c3ccc(-n4cccn4)cc3)c2)cs1 | -1 | i | -4
CN(c1ccccc1)S(=O)(=O)c1cccc(NC(=O)c2ccc(=O)[nH]n2)c1 | 0 | i | -2
COCCN1CCn2c(nc3cc(NC(=O)NC4CCCCC4)ccc32)C1 | 0 | i | -1
CCCC(C(=O)NNC(=O)c1ccncc1)c1ccccc1 (stereo not given) | -4 | i | -3
O=C(Nc1ccccc1N1CCCCC1)C1=COCCO1 | 8 | i | 8
COCCNC(=O)[C@H]1C[C@@H]1[C@H](NP(=O)(c1ccccc1)c1ccccc1)c1ccccc1 | -3 | i | 4
COc1cccc(CN(C)C(=O)C2CCN(S(=O)(=O)c3ccc(C)cc3)CC2)c1OC | -2 | i | -3
NC(=O)c1ccc(NC(=O)CSc2nnc(-c3ccc4c(c3)OCO4)o2)cc1 | 10 | i | -2
Cc1cccc(-n2nnnc2SCC(=O)NCC2(N3CCOCC3)CCCCC2)c1C | 1 | i | 0
COc1cccc(CNC(=O)c2cc(C3CC3)nc3c2cnn3C(C)C)c1 | 1 | i | 0
CC[C@@]1(C(=O)OC)N[C@H](CN(C)C(=O)Nc2ccc(OC)cc2)[C@@H]2C(=O)N(Cc3ccccc3)C(=O)[C@@H]21 | 0 | i | -2
N#Cc1ccccc1OCC(=O)OCC(=O)NC1CCCC1 | -1 | i | -5
COc1cc(OC)cc(C(=O)NNC(=O)CCC(=O)c2cc(C)sc2C)c1 | -1 | i | 6
CN(C)c1cccc(C(=O)NNC(=O)C23CC4CC(CC(C4)C2)C3)c1 | -2 | i | 0
C[C@H](CO)N1C[C@H](C)[C@@H](CN(C)C(=O)NC2CCCCC2)Oc2c(NC(=O)Nc3ccccc3)cccc2C1=O | -3 | i | 0
Cc1cc(F)ccc1S(=O)(=O)Nc1ccccc1C(=O)N1CCCC1 | 1 | i | -3
OCC[C@H]1C[C@@H](O)[C@H](O)[C@]2(CCCc3ccccc3O2)O1 | -3 | i | -4
O=C(NCc1ccccc1Br)c1cccc2c1C(=O)c1ccc(-c3ccc(OC(F)(F)F)cc3)cc1S2(=O)=O | 0 | i | -4
COc1ccc2nc(SCC(=O)NC3CCCCC3C)[nH]c2c1 (stereo not given) | -3 | i | 8
O=C(c1cccc(S(=O)(=O)NCc2ccc3c(c2)OCO3)c1)N1CCCC1 | -2 | i | 3
CCCCn1c(=O)[nH]c2nc3cc(N)ccc3nc2c1=O | 3 | i | 5
O=C(NCc1cc(C(F)(F)F)ccc1Cl)c1cccc2c1C(=O)c1ccc(N3CCC(Cc4ccccc4)CC3)cc1S2(=O)=O | -2 | i | 9
O=C(COC(=O)C12CC3CC(CC(Br)(C3)C1)C2)Nc1c(F)cccc1F | -3 | i | -7
COc1cc2cc(CCOC(=O)c3ccco3)oc(=O)c2cc1OC | 0 | i | 21
C=CCNc1oc(-c2cccc(Cl)c2)nc1C#N | -2 | i | 10
O=C1CC(=O)CC(c2ccco2)C1 | -5 | i | -10
CCOc1ccccc1Cn1c(=O)oc2ccc(C)cc21 | -1 | i | 4
CC(=O)N1CCN(C(=O)c2ccc(Cl)c(S(=O)(=O)N3CCCCCC3)c2)CC1 | -1 | i | 5
Cc1cc(C)n2nc(SCC(=O)N3CCCC3)nc2n1 | 1 | i | -3
O=C(CSc1nnc(-c2ccc3c(c2)OCO3)o1)Nc1c(F)cccc1F | 2 | i | 1
CC1CN(S(=O)(=O)c2cccs2)CC(C)O1 (stereo not given) | -2 | i | 3
CC(=O)c1c(C)[nH]c(C(=O)OCC(=O)N2CCCC2=O)c1C | -1 | i | -1
Cc1cc(OCC(=O)Nc2ccccc2C)no1 | -2 | i | -3
O=C(NC1CCCC1)c1cccc2c1C(=O)c1ccc(Cl)cc1S2(=O)=O | -2 | i | 4
Cc1cc(Cn2nc(C(=O)NCc3cccc(C(F)(F)F)c3)cc2-c2ccccc2)on1 | -2 | -9.7* | -2
CCN(C(=O)c1ccc(=O)[nH]c1)c1c(N)n(Cc2ccccc2)c(=O)[nH]c1=O | -1 | i | -2
Cc1ccc(OCC(=O)N(C)C2CCCCC2)c([N+](=O)[O-])n1 | -1 | i | -5
Cc1c(C(=O)Nc2nccs2)oc2ccc(Br)cc12 | 4 | i | 0
COc1ccccc1C(CNC(=O)c1oc2ccccc2c1C)N1CCCC1 (stereo not given) | -11 | i | -1
CCOC(=O)c1c(C)[nH]c(C)c1C(=O)COC(=O)c1cccnc1OCC | 0 | i | -7
CCCc1cc(=O)[nH]c(SCC(=O)Nc2sc(C(N)=O)c(C)c2C(=O)OCCOC)n1 | -4 | i | 1
CCN(C[C@H]1N[C@@](C)(C(=O)OC)[C@H]2C(=O)N(Cc3ccccc3)C(=O)[C@@H]12)C(=O)NC(C)C | 1 | i | -1
Cc1cc(NS(=O)(=O)c2ccc(NC(=O)CNS(=O)(=O)c3ccccc3)cc2)nc(C)n1 | -2 | i | 0
CN(CC(=O)NCCC1=CCCCC1)S(=O)(=O)c1ccc2c(c1)c(=O)n(C)c(=O)n2C | 0 | i | -3
Cc1nc(C)c(C(=O)OCC(=O)Nc2ccccc2SCC#N)s1 | 5 | i | 13
COc1ccc(C)cc1-n1c(SCC(=O)NC2CC2)nc2ccccc2c1=O | 0 | i | -4
COc1ccc(S(=O)(=O)N2CCOCC2)cc1NC(=O)CN(C)CC(=O)Nc1cccc(F)c1 | 0 | i | -3
CCC1CCc2sc(C(=O)NCC(c3ccc(OC)cc3)N3CCOCC3)cc2C1 (stereo not given) | -34 | i | -3
COc1ccc(S(N)(=O)=O)cc1C(=O)OCC(=O)Nc1sccc1C#N | 1 | i | -3
C[C@@H]1CN([C@@H](C)CO)C(=O)Cc2cc(NC(=O)Nc3ccc(F)cc3)ccc2O[C@@H]1CN(C)Cc1ccc(Cl)c(Cl)c1 | -2 | i | -12
The list continues:
SMILES | GSK3 alpha inh | KCNK3 inh | Dyrk1A ADPGlo
O=C(Nc1ccccc1C(F)(F)F)C(O)(c1ccccc1)C1CCCCC1 (stereo not given) | -1 | i | 1
Cc1nc(Sc2nnnn2C)c2c3c(sc2n1)CCC3 | -2 | i | -6
COCCn1c(C)cc(C(=O)COC(=O)c2[nH]c(C)c(C(C)=O)c2C)c1C | -2 | i | 1
CCCCN1C(=O)C(=O)N(CC(=O)Nc2ccc(C(N)=O)cc2)C1=O | -2 | i | 1
Nc1nc(N)nc(-c2cc([N+](=O)[O-])ccc2O)n1 | 9 | i | 37
COc1ccccc1-n1c(CNC(=O)c2ccco2)nnc1SCC(=O)Nc1cc(C)ccc1C | 1 | i | -9
C=C(CC[C@@H](O)C(C)(C)O)[C@H]1CC[C@]2(C)[C@@H]1CCC1[C@@]3(C)CC[C@H](O)C(C)(C)C3CC[C@]12C (stereo not given in full) | -2 | i | 5
CCOC(=O)[C@H]1[C@H]2COc3ccc(OC)cc3[C@@H]2N2C(=O)CN(CCc3c[nH]c4ccccc34)C(=O)[C@@]12C | -6 | i | -9
Cc1cn([C@@H](CCCCNC(=O)OC(C)(C)C)C(=O)NCCCCCCCCCCC(=O)N2CCN(C(=O)OC(C)(C)C)CC2)nn1 | -25 | i | 2
Cc1noc(C)c1NC(=O)N(C)C[C@H]1Oc2ccc(NS(=O)(=O)c3cccs3)cc2C(=O)N([C@H](C)CO)C[C@@H]1C | 0 | i | -17
O=C(NCc1ccccc1F)c1cccc(S(=O)(=O)N2CCCCCC2)c1 | 15 | i | -1
N#Cc1ccc(OCC(=O)NNC(=S)NC(=O)C2CC2)cc1 | 1 | i | -2
Cc1nnc(NC(=O)c2ccc(S(=O)(=O)N3CCCCC3)cc2)s1 | -2 | i | -2
C[C@@H]1CN([C@@H](C)CO)C(=O)c2cc(NC(=O)Nc3ccccc3)ccc2O[C@H]1CN(C)C(=O)Nc1cccc2ccccc12 | -2 | i | 3
C=C[C@@H]1c2cc(C)ccc2N(S(=O)(=O)c2ccc(C)cc2)[C@H](c2ccccc2C(F)(F)F)C1(C#N)C#N | -3 | i | 13
CCc1cc2c(COC(=O)c3cc(S(=O)(=O)N4CCOCC4)ccc3F)cc(=O)oc2cc1O | 2 | i | 7
O=C(CSCC(=O)N1CCCCC1)Nc1nc(-c2ccccc2)c(-c2ccccc2)s1 | -1 | -11* | 0
O=C(COC(=O)C12CC3CC(CC(Cl)(C3)C1)C2)Nc1ccccc1 | 0 | i | -5
CN(C(=O)c1cccc(NC(=O)C2CCCN(C(=O)OC(C)(C)C)C2)c1)C1CCCC1 (stereo not given) | -4 | i | 0
Cc1c(/C(O)=C2\C(=O)C(=O)N(CCN(C)C)C2c2cccnc2)cnn1-c1ccccc1 (stereo not given) | -2 | i | -1
COc1ccccc1CN(C)c1ccc(S(=O)(=O)N2CCN(C)CC2)cn1 | -4 | i | 3
CC(C)(C)N(Cc1ccccc1)C(=O)COC(=O)c1ccc(Br)o1 | 0 | i | -6
Cc1cc(C(=O)Nc2cccc3c2O[C@@H](CN(C)S(=O)(=O)c2ccccc2)[C@H](C)CN([C@@H](C)CO)C3=O)n(C)n1 | -1 | i | 15
COc1ccc(NC(=O)N(C)C[C@H]2Oc3c(NS(=O)(=O)c4ccc(OC)cc4)cccc3C(=O)N([C@H](C)CO)C[C@@H]2C)cc1 | 0 | i | 6
C=CCOC(=O)Nc1c(C(=O)OC)[nH]c2ccccc12 | -1 | i | -3

Entries listed above printed as active in KCNK3 inh:
SMILES | GSK3 alpha inh | KCNK3 inh | Dyrk1A ADPGlo
Cc1cc(Cn2nc(C(=O)NCc3cccc(C(F)(F)F)c3)cc2-c2ccccc2)on1 | -2 | -9.7* | -2
O=C(CSCC(=O)N1CCCCC1)Nc1nc(-c2ccccc2)c(-c2ccccc2)s1 | -1 | -11* | 0

Compound activity as filed in PubChem BioAssay.
